KCNH2 WT inh = qHTS for Inhibitors of KCHN2 3.1: Wildtype qHTS | activity change, % at 1.84 µM | Voltage-gated inwardly rectifying potassium channel KCNH2 (Homo sapiens), Q12809 | U2OS, BacMam KCNH2, thallium flux FluxOr; hits give low values | 340,000 tested, 0.37% active;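 active = maximum activity change below -70%; inconclusive = maximum activity change between -70% and -50%; inactive = maximum activity change above -50%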; note: % is set by controls: 0 for no effect and ±100 for the full control effect
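U2OS cells were transduced with wild-type KCNH2 virus (2.03 x 10^8 / mL) for 4 h at room temperature, then cultured overnight at 37 C. Thallium flux was read with FluxOr dye. Rate constants were normalized to DMSO controls.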
AT treatment = qHTS Assay for Identifying a Potential Treatment of Ataxia-Telangiectasia; […] A-T fibroblasts, KAP-1 phosphorylation AlphaLISA; neocarzinostatin DNA damage 30 min before lysis; 320,000 tested, 0.19% active; AID 485349, 2010; Potency, µM (doses to about 57.5 µM), inactives show at the top dose activation, hits mostly activators; note: potency is the fitted concentration of half-maximal effect; % of control where 0% means no effect; nearly all actives have a fitted effect of over 45% in size
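hTERT-immortalized A-T patient fibroblasts ([…]), 500 cells/well in OPTI-MEM, 1% FBS, got compounds for 60 min, then NCS for 30 min at 37C. Lysates were then assayed for phospho-KAP-1 by AlphaLISA (anti-pKAP1 donor, anti-KAP1 acceptor beads), 6 hr at 25C.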
USP2a block = qHTS Assay for Inhibitors of Ubiquitin-specific Protease USP2a Using CHOP2 as the Reporter. Ubiquitin carboxyl-terminal hydrolase 2 (Homo sapiens), O75604. USP2 core, Ub-CHOP2 coupled fluorogenic reporter, 485/531. 330,000 tested, 0.01% active. Potency, µM (titrated, usually from 38.3 µM), without a hit: top-dose activity change, negative = inhibition, usual class: inhibitors;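 note: potency is the fitted concentration of half-maximal effect; plate controls were DMSO wells for no effect and full inhibition by NEM control for full effect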
Target sequence (O75604 whole entry, looked up): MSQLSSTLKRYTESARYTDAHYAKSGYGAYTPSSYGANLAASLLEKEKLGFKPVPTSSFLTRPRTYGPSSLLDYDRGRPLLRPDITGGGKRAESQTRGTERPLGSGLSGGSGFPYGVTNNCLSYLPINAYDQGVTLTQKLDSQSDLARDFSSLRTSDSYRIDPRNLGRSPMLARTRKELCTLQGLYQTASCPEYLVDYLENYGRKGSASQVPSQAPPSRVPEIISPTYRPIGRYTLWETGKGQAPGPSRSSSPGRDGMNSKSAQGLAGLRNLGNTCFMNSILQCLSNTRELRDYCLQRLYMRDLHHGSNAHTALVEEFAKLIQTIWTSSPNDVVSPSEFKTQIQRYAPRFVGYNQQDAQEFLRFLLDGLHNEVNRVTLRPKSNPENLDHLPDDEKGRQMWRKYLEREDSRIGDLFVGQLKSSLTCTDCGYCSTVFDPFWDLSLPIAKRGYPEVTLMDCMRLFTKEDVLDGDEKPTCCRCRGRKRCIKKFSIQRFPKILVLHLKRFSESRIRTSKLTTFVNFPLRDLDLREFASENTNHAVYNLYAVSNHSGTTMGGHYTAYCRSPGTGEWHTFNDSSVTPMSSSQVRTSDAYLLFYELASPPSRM
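Deubiquitinase activity read as fluorescence (485/531 nm) after Ub-CHOP2 cleavage activates the enterokinase reporter on its substrate; USP2 core 10nM, Ub-CHOP2 and substrate 25nM each, 30min compound preincubation then 60min RT; data normalized to NEM, curves fitted.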
TRPV1 ag = HTS Assay for Compounds that Act as Agonists of the Vanilloid Receptor 1. Transient receptor potential cation channel subfamily V member 1 (Homo sapiens), Q8NER1. TRPV1-expressing cells, Fluo-8 calcium influx, agonist mode. activation, % at 8.33 µM. 320,000 tested, 0.19% active; in the data active = activation above about 80%; inconclusive = between about 30% and that limit; note: 0% is about no effect
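TRPV1-expressing cells were cultured overnight at 35.5C and loaded with Fluo-8 calcium dye for 40 to 90 min at room temperature. After a 10 s baseline, compound was added and calcium influx was read kinetically for 3 min (ex 480/em 520 nm).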
Eya2 phos inh = qHTS Assay for Inhibitors of the Phosphatase Activity of Eya2; Potency, µM (doses to about 76.9 µM), without a hit: at the highest dose activity, negative = inhibition, usual class: inhibitors; Protein phosphatase EYA2 (Homo sapiens), O00167; recombinant Eya2, OMFP fluorescence dephosphorylation (OMFP is methylfluorescein phosphate); 330,000 tested, 0.006% active; note: potency is the fitted concentration of half-maximal effect; % is set by controls: 0 for no effect and ±100 for the full control effect
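Eya2 protein (added as 0.2 uM solution) was preincubated with compound for 10 min at ambient temperature in 50 mM HEPES pH 7.5, 50 mM NaCl, 5 uM MgCl2, 0.05% BSA, 1 mM DTT. OMFP (added at 50 uM) then reacted 10 min; fluorescence read at 485/525 nm.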
ELG1 repair inh = qHTS screen for small molecules that inhibit ELG1-dependent DNA repair in human embryonic kidney (HEK293T) cells expressing luciferase-tagged ELG1; HEK293T ELG1-luciferase reporter, luminescence, 16 h; DNA damage induced by 5-fluorouridine; 330,000 tested, 2.3% active; Potency, µM (highest dose often 46.1 µM), for inactives: top-dose activity change, negative = inhibition, actives largely listed as inhibitors; note: potency is the fitted concentration of half-maximal effect; % is set by controls: 0 for no effect and ±100 for the full control effect; nearly all actives have a fitted effect of over 55% in size
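Overnight (16 hr) co-exposure of 2,000 cells/well to 5-fluorouridine and compound at 37 °C preceded detection. Luciferase was quantified via ONE-Glo luminescence; loss of signal denotes inhibition.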
TCR act = Activators of T cell receptors: qHTS campaign | primary human leukocytes, anti-CD3, IL-2 HTRF, 48 h | Potency, µM (top dose mostly 9.22 µM), without a hit: top-dose activation of IL-2 secretion, most hits filed as activators | 330,000 tested, under 10 active; note: % of control where 0% means no effect
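Primary human leukocytes incubated 48 hr with anti-CD3 beads plus compound, without co-stimulation. Secreted IL-2 measured by HTRF (europium cryptate/d2 anti-IL-2 pair, 320 nm excitation, 665 nm emission).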
TSHR antagonist = Antagonists of the Thyroid Stimulating Hormone Receptor: HTS campaign; AID 504810, 2011; TSHR-expressing cells, TSH-stimulated cAMP HTRF, 2 h; hits give low values; 330,000 tested, 0.2% active; activity change, negative = inhibition, % at 11.5 µM; Thyrotropin receptor (Homo sapiens), P16473;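 active = activity change below a set negative limit, meaning inhibition stronger than a set level, cut at about -70% in these data; inconclusive = activity change between two set negative limits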; note: % is set by controls: 0 for no effect and ±100 for the full control effect
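Competitive HTRF cAMP read-out (cryptate anti-cAMP antibody, cAMP-d2; 30 min, room temperature) in freshly harvested TSHR cells. Compounds added before TSH at EC80 (4nM final), followed by 2 hours' incubation at 37 deg C.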
Mito fusion act = qHTS Assay for Small Molecule Inhibitors of Mitochondrial Division or Activators of Mitochondrial Fusion. Potency, µM (highest dose often 46.1 µM), for inactives: at the top dose growth rescue (activation), usual class: activators. 320,000 tested, 0.23% active. S. cerevisiae fusion-defective mutant growth rescue, CellTiterGlo 48 h;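 note: potency is the fitted concentration of half-maximal effect; % of control where 0% means no effect; nearly all actives have a fitted effect of over 45% in size; temperature-sensitive fusion mutants such as fzo1-1 at 37 °C on non-fermentable ethanol glycerol medium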
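S. cerevisiae fusion-defective temperature-sensitive mutants (e.g. fzo1-1, mgm1-5) grown 48 h at 37C in YPEG (ethanol/glycerol non-fermentable) medium with 23 nl compound per well; growth rescue read as CellTiterGlo luminescence.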
KCNH2 3.1 inh = qHTS for Inhibitors of KCHN2 3.1: Mutant qHTS; AID 720553, 2013; activity change, % (tested at about 1.8 µM); U2OS KCNH2 3.1, thallium flux FluxOr; hits give low values; Potassium voltage-gated channel subfamily H member 2, brain isoform KCNH2 3.1 (human); 340,000 tested, 0.95% active;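 active = maximum activity change below -70%; inconclusive = maximum activity change from -70% to -50%; inactive = maximum activity change above -50%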;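 note: thallium influx rate constant from kinetic fluorescence after stimulation buffer; % is set by controls: 0 for no effect and ±100 for the full control effect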
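Thallium flux read-out: FluxOr dye with Red40 quencher in HBSS/HEPES, 45 min at RT. Rate constants from kinetic reads were normalized to positive and negative DMSO controls. Cells: U2OS virally expressing the 3.1 isoform.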
Active calls of the source: *; i = inactive; ? = inconclusive; . = no result given; [ ] = remark or other dose. Unless noted, calls come from the whole dose curve; as a rule, active = well fitted curve in the direction sought with a large enough effect; inconclusive = small, poorly fitted or top-dose-only effect, or another doubt; inactive = no such curve, though single readings can be large; an effect the other way counts as inactive or inconclusive. An excerpt, so the mix of outcomes need not match the whole.

SMILES | KCNH2 WT inh | AT treatment | USP2a block | TRPV1 ag | Eya2 phos inh | ELG1 repair inh | TCR act | TSHR antagonist | Mito fusion act | KCNH2 3.1 inh
COc1cc(CNC(C)(C)C)ccc1OCC(=O)NC(C)(C)C | -1 | -1% | 4% | -1 | 10% | -4% | 2% | -6 | -6% | 5
CCc1ccc(S(=O)(=O)NC(=S)Nc2ccccc2)cc1 | -1 | -4% | 9% | -1 | 1% | 8% | -1% | -1 | 0% | -9
CC(=O)NCCOC(=O)c1nn(Cc2ccccc2)c(=O)c2ccccc12 | 1 | 2% | 3% | 11 | 6% | 2% | -93% | -9 | -1% | -12
Cc1cc(C)nc(NC(=O)c2ccc(C)c([N+](=O)[O-])c2)n1 | 6 | -4% | 1% | -1 | 2% | 15% | 6% | -1 | 0% | 10
COc1ccc(/C=C(\NC(=O)c2ccco2)C(=O)Nc2ccc(C(C)=O)cc2)cc1 | 11 | -5% | 5% | -4 | -13% | 7% | -2% | -3 | 2% | .
O=C(NCCO)C1COc2ccccc2O1 (centres undefined) | 7 | -2% | -1% | -1 | -6% | -9% | 3% | 12 | 2% | -37
Cc1ccc(C(=O)NC(C)c2ccncc2)o1 (centres undefined) | 7 | 1% | 0% | -1 | 0% | ? | -4% | 3 | 2% | 1
CSC1CCCCC1(O)CSc1nc2c(cc1C#N)CCCC2 (centres undefined) | -12 | -5% | 2% | 6 | 13% | -7% | 4% | -3 | -2% | 4
COC(CNc1cc(=O)oc2ccccc12)OC | 9 | -1% | 5% | 1 | -22% | 11% | 5% | -2 | 1% | -2
O=C1N=C(N2CCCCC2)S/C1=C\c1ccc(Cl)cc1 | 7 | 8% | 2% | ? | 10% | ? | -6% | -6 | -3% | -18
CCNC(=O)CC1C(=O)N(c2ccccc2)C(=O)N1CCC(C)C (centres undefined) | 11 | -7% | -1% | -1 | -1% | 8% | 2% | 15 | 0% | 16
O=C(CSc1ccc(-c2ccco2)nn1)NCCc1ccccc1 | -9 | 9% | -5% | 9 | -19% | 0% | 1% | 5 | 2% | 6
CCOC(=O)c1ccc(S(=O)(=O)NCCNCc2ccccc2)cc1 | 4 | 4% | 2% | . | 7% | -2% | 2% | -11 | . | ?
COc1cccc(N2CCC(N3CCN(C)C(CCO)C3)CC2)c1 (centres undefined) | -41 | 0% | 2% | -5 | 7% | 24% | . | 0 | -1% | -24
Nc1cccnc1Sc1cccc(Cl)c1 | 3 | 12% | 2% | -1 | -5% | 20% | 2% | -5 | 2% | -5
COc1ccc(S(=O)(=O)NCc2ccccn2)cc1NC(=O)c1ccccc1 | -2 | -7% | 2% | -1 | -5% | -12% | -3% | -5 | -9% | 11
N=C(CC1CC(=O)NC(=O)C1)C1=C(O)CCCC1=O | -3 | 4% | 2% | 0 | -23% | 12% | -5%[46.1 µM] | 24 | 4% | -5
N#Cc1c(NC(=O)CSc2nc(-c3ccco3)cc(C(F)(F)F)n2)sc2c1CCCC2 | 14 | 12% | -2% | 1 | 11% | -24% | -6% | -6 | 3% | -12
CCOc1ccc(S(=O)(=O)N2CCCCC2)cc1NC(=O)Cc1cccs1 | 1 | 3% | -11% | 1 | -12% | ? | -7% | -8 | 7% | 0
N#CC(C#N)=Cc1cc2ccccc2nc1N1CCOCC1 | -2 | 15% | 2% | 4 | 4% | 20% | -4%[46.1 µM] | 5 | -3% | -25
O=C(NNC(=O)c1cccnc1SCc1cccc([N+](=O)[O-])c1)c1cccnc1 | 0 | 19% | -1% | -6 | -8% | ? | 3%[46.1 µM] | -11 | -8% | 1
COc1ccc(S(=O)(=O)N2CCCC(C(=O)NCCCn3ccnc3)C2)cc1OC (centres undefined) | 11 | -2% | -1% | 0 | 10% | 1% | -14% | 1 | 8% | 5
Cc1nc2sc3c(c2c(=O)[nH]1)CCCC3 | -4 | -1% | 0% | -1 | -11% | 7% | -2% | 25 | 23% | ?
O=C(Nc1ccccc1)N1CCN(Cc2ccc(Cl)cc2)CC1 | . | 0% | -1% | ? | -3% | -28% | 8% | -14 | 6% | 10
O=C1C(Cl)=C(N2CCCC2)C(=O)N1c1ccccc1F | 2 | 1% | 0% | 7 | -2% | -5% | 4% | -4 | -5% | -10
COc1ccc(-c2cc(C(F)(F)F)nc(N3CCN(Cc4ccccc4)CC3)n2)cc1OC | -21 | -5% | -1% | 1 | 8% | -17% | -5% | 4 | 6% | 4
COc1cccc(CN2CCNC(=O)C2CC(=O)N(C)Cc2nc(C)cs2)c1OC (centres undefined) | -1 | 10% | 1% | 2 | -1% | -1% | -79% | -10 | 2% | 8
COc1ccccc1NC(=O)C(=O)Nc1ccc2c(c1)N(C(=O)C1CC1)CCC2 | 9 | 1% | 2% | -3 | -1% | -15% | 0% | -7 | 6% | -6
COc1cccc(C(C(=O)NCc2ccco2)N(C(=O)Cn2nnc3ccccc32)C2CC2)c1OC (centres undefined) | -8 | 8% | -2% | 1 | 0% | -4% | 6% | -14 | 1% | 29
O=C(Cn1cnc2ccccc2c1=O)N1CCN(c2ccc(F)cc2)CC1 | -4 | -8% | -4% | -2 | 14% | -2% | -4% | 7 | -3% | 16

Copied from the list.
For TCR act, `COc1ccccc1NC(=O)C(=O)Nc1ccc2c(c1)N(C(=O)C1CC1)CCC2` has 0%
For Mito fusion act, `O=C(NNC(=O)c1cccnc1SCc1cccc([N+](=O)[O-])c1)c1cccnc1` has -8%

Other entries follow.
SMILES | KCNH2 WT inh | AT treatment | USP2a block | TRPV1 ag | Eya2 phos inh | ELG1 repair inh | TCR act | TSHR antagonist | Mito fusion act | KCNH2 3.1 inh
O=C(O)c1cccc(-n2c(O)c(C=C3N=c4ccccc4=N3)sc2=S)c1 | 0 | -8% | 3% | 2 | -13% | -30% | 9% | -13 | 8% | 0
Cc1ccc(O)c(N=NC2=C(O)CC(C)(C)CC2=O)c1 | -1 | -1% | -1% | 2 | -5% | ? | -2%[46.1 µM] | -1 | 4% | -30
Cc1ccc(C(=O)NCCSCc2ccc(Cl)cc2Cl)cc1[N+](=O)[O-] | i | -16% | -4% | 23 | -6% | ? | 12%[46.1 µM] | -31 | -5% | 8
COc1ccc(CNCCC(c2ccc(OC)cc2)c2ccccc2OC)cc1 (centres undefined) | -33 | 40% | -1% | 7 | -15% | ? | 1% | -8 | -47%[inhibitor] | -72*
O=C(O)c1cc(-c2ccc(/C=N/NC(=S)Nc3ccccc3)o2)ccc1Cl | 0 | 0% | 4% | 2 | -5% | ? | -24% | -6 | 0% | -6
Cc1ccc(C(=O)CSc2nc(C)cc(C)c2C(N)=O)cc1 | -1 | 2% | 1% | 1 | -22% | 19% | 2% | 0 | -1% | -9
O=C(Nc1ccc2c(c1)OCO2)C1CCCN(S(=O)(=O)Cc2ccccc2)C1 (centres undefined) | ? | 1% | 3% | 2 | -1% | -21% | -4% | -9 | -1% | 16
O=C(N/N=C/c1cccs1)c1ccc2ccccc2c1 | 2 | -3% | 1% | ? | -6% | ? | -2% | -5 | -7% | 1
Cc1ccc(-c2csc(NC(=O)C3CC=CCC3C(=O)O)c2C(=O)OC(C)C)cc1 (centres undefined) | -1 | 3% | -3% | 19 | 18% | 12% | -19% | -3 | 2% | 3
CCCCN(C(=O)c1nn(C)c(=O)c2ccccc12)c1c(N)n(CC(C)C)c(=O)[nH]c1=O | 8 | 4% | 2% | 1 | 6% | 7% | -14% | -1 | 2% | 10
COc1cccc(OC)c1OCCCSc1nc(C)cc(=O)[nH]1 | 3 | 6% | -4% | 2 | -5% | 2% | 4% | -13 | 5% | 1
OCC1(Cc2ccc(F)cc2)CCCN(Cc2ccc(F)cc2Cl)C1 (centres undefined) | -3 | ? | -12% | 23 | -13% | -2% | 1% | 23 | 7% | -48
Cc1ccc(NC(=O)C2c3ccccc3Oc3ccccc32)c(C)c1 | -3 | 5% | 5% | -2 | 5% | 3% | -1%[46.1 µM] | -6 | 6% | 0

Bioassay records as filed in PubChem.
